Screening data from PubChem BioAssay.
RmlCD inh mix – inhibitors of RmlC and RmlD coupled enzymes; RmlC/RmlD coupled enzyme inhibition, 384-well mixture HTS; inhibition, % at 5.5 µM; actives 0.39% (n = 110,000); AID 1532; in the data active = inhibition above about 30%, passing the limit was not always enough; note: strong numbers were not always called active
HIV RNase H inh – blocks HIV-1 RNase H cleavage of RNA/DNA duplex; P04585; RT-RNase H RNA/DNA duplex cleavage, fluorescence; inhibition, % at 10 µM; actives 1.9% (n = 65,000); in the data active = inhibition above about 50%
Numbers without * were called inactive; . = not tested or not shown. The list is partial (hit frequency here may not be typical).

Fields – RmlCD inh mix	HIV RNase H inh
1	Cc1ccc2nsnc2c1N(S(C)(=O)=O)S(C)(=O)=O
  10.8	-7.8
2	CCC(C)NC(=O)c1cn(C)c(=O)c2cc(OC)c(OC)cc12 (stereo unspecified)
  -11.8	0.6
3	CC(C)(C)n1ncc2c(=O)n(CC(=O)Nc3ccc4c(c3)OCCO4)cnc21
  5.1	-2.4
4	O=C(Nc1cccc(C(F)(F)F)c1)C1CCCN(c2ncccn2)C1 (stereo unspecified)
  -13.6	-8.9
5	CCCSc1nnc(Cn2c(=O)sc3ccccc32)n1C
  8.7	-13.3
6	CS(=O)(=O)N1CCN(C(=O)Cc2ccccc2)CC1
  -10.9	2.9
7	O=S(=O)(NC1CC2CCC1C2)c1ccc2c(c1)OCCO2 (stereo unspecified)
  11.6	-25.0
8	Cc1ccc(NC(=O)CCC(=O)OCCCC(F)(F)C(F)(F)F)cc1
  17.7	0.7
9	C=CCn1c(CCNC(=O)c2ccccc2F)nnc1SCc1nc2ccccc2c(=O)[nH]1
  8.2	.
10	Cc1ccc2c(c1)sc1ncc(NC(=O)c3ccccc3)c(=O)n12
  .	68.4*
11	O=C(CNS(=O)(=O)c1ccc(Br)s1)N1CCCC1
  1.1	-14.3
12	N#Cc1cc2ccccc2nc1SCc1cccnc1
  -9.3	3.0
13	O=C(O)c1cc(NC(=O)C2CCCO2)cc(NC(=O)C2CCCO2)c1 (stereo unspecified)
  -13.2	-1.3
14	CCOC(=O)Cc1csc(NC(=O)c2c(-c3ccccc3)noc2C)n1
  -16.0	-7.0
15	COc1cc(/C=C2\S/C(=N/S(=O)(=O)c3ccccc3)NC2=O)c([N+](=O)[O-])cc1OC
  13.0	.

Look-ups from above:
Under RmlCD inh mix, COc1cc(/C=C2\S/C(=N/S(=O)(=O)c3ccccc3)NC2=O)c([N+](=O)[O-])cc1OC is entered as 13.0
Under HIV RNase H inh, O=C(O)c1cc(NC(=O)C2CCCO2)cc(NC(=O)C2CCCO2)c1 (stereo unspecified) is entered as -1.3

Continuation:
Fields – RmlCD inh mix	HIV RNase H inh
16	O=C(C1=C[C@H](C2CC2)C[C@H](OCCCCO)O1)N1CCN(Cc2ccccc2)CC1
  -4.2	.
17	COc1cccc(OCCSc2nc(N)cc(N)n2)c1
  30.7	.
18	Cc1nnc(Nc2ccccn2)c2ccccc12
  .	-6.2
19	O=C(N/N=C\c1cccc(Br)c1)c1ccccc1-n1cccc1
  -25.2	.
20	O=C(CC(NS(=O)(=O)c1ccc(Cl)cc1)c1ccco1)NC1CCCC1 (stereo unspecified)
  -6.7	-10.6
21	O=C(NC1CCCCC1)n1c(=O)oc2cc(S(=O)(=O)N3CCCCC3)ccc21
  3.6	7.3
22	O=C(Nc1nnc(SCc2ccccc2)s1)c1ccco1
  7.9	.
23	COc1cccc(N2C(=O)C(O)=C(C(C)=O)C2c2ccc(OC)c(OC)c2)c1 (stereo unspecified)
  14.5	-4.0
24	O=c1oc(-c2ccccc2NS(=O)(=O)c2ccccc2)nc2ccccc12
  -11.2	.
25	Cc1ccccc1OCCCC(=O)Nc1ccc2c(c1)OCO2
  5.3	6.0
26	Cc1ccc(C(=O)Nc2nnc(-c3ccncc3)s2)o1
  12.3	2.1
27	Nc1nc2c(nc(Br)n2[C@@H]2O[C@@H]3COP(=O)(O)O[C@H]3[C@H]2O)c(=O)[nH]1
  5.9	.
28	O=C1NC(=O)[C@]2(Cc3ccccc3N3CCN(c4ccccc4)CC32)C(=O)N1c1ccccc1 (stereo partly specified)
  5.8	3.9
29	CCN1CCN(CCNC(=O)C2CCN(Cc3nc(-c4ccc(Cl)cc4)oc3C)CC2)CC1
  .	-6.7
30	CC(=O)n1cc(C(C[N+](=O)[O-])SCCN)c2ccccc21 (stereo unspecified)
  -23.5	.

Compounds from the list above with a furan ring, fused or not:
Fields – RmlCD inh mix	HIV RNase H inh
20	O=C(CC(NS(=O)(=O)c1ccc(Cl)cc1)c1ccco1)NC1CCCC1 (stereo unspecified)
  -6.7	-10.6
22	O=C(Nc1nnc(SCc2ccccc2)s1)c1ccco1
  7.9	.
26	Cc1ccc(C(=O)Nc2nnc(-c3ccncc3)s2)o1
  12.3	2.1

Additional records follow:
Fields – RmlCD inh mix	HIV RNase H inh
31	CCOC(=O)C1CCN(c2c(NCc3ccc(C(=O)NC4CCCC4)cc3)c(=O)c2=O)CC1
  16.8	.
32	O=C(Nc1sc2c(c1-c1nc3ccccc3[nH]1)CCCC2)C1CC1
  -73.8	.
33	O=C(Nc1ccccc1)C1CC(=O)n2ncnc2N1 (stereo unspecified)
  8.4	.
34	COc1ccccc1NC(=O)c1cc2ccccc2o1
  13.1	.
35	Cc1ccccc1NC(=O)c1ccc(-c2ccc(Cl)cc2Cl)o1
  -10.4	.
36	S=C(Nc1ccc(Cl)cc1)NC1CC2CCCC(C1)N2C1CCCC1 (stereo unspecified)
  6.5	.
37	CCOc1ccccc1N1C(=O)NC(=O)C(CCc2ccncc2)(CCc2ccncc2)C1=O
  3.1	.
38	COc1ccc(-c2nc3n(n2)C(c2ccccc2)C2=C(CCCC2=O)N3)cc1OC (stereo unspecified)
  7.9	-3.0
39	CCOc1ccc(S(=O)(=O)NCCN2CCOCC2)c2ccccc12
  -3.4	-11.5
40	Cc1nc2c(-c3ccc(F)cc3)c(C)nn2c(C)c1CCC(=O)N1CCN(c2ccccn2)CC1
  -3.9	-1.4
41	Cc1onc(-c2c(F)cccc2Cl)c1C(=O)Nc1ccc(S(=O)(=O)Nc2ncccn2)cc1
  2.9	-3.3
42	CCOC(=O)N1CCN(C(=O)C(c2ccccc2)c2ccccc2)CC1
  -5.1	.
43	Brc1ccccc1-c1nnc2sc(Cc3ccccc3)nn12
  -3.6	-108.4
44	CC(=O)c1ccc(C(=O)Nc2nnc(-c3ccc(Cl)cc3)o2)cc1
  -11.3	14.0
45	CCOc1ccc(-c2noc(=O)[nH]2)cc1
  -15.9	-4.3

Filtered by structure, those above containing a CF3 group.
Fields – RmlCD inh mix	HIV RNase H inh
4	O=C(Nc1cccc(C(F)(F)F)c1)C1CCCN(c2ncccn2)C1 (stereo unspecified)
  -13.6	-8.9
8	Cc1ccc(NC(=O)CCC(=O)OCCCC(F)(F)C(F)(F)F)cc1
  17.7	0.7

(next part)
Fields – RmlCD inh mix	HIV RNase H inh
46	CC(NC(=O)OCc1ccccc1)C(=O)NCC1CCCO1 (stereo unspecified)
  6.7	-15.3
47	Nc1nc(SCc2nnc(SCC(=O)O)n2-c2ccccc2)nc2sc3c(c12)CCCC3
  -1.4	.
48	COc1ccccc1CNC(=O)c1cn(C)c(=O)c2cc(OC)c(OC)cc12
  -4.8	.
49	CC(=O)c1nc2ccccc2n1S(=O)(=O)c1ccc(C)cc1
  -2.9	9.0
50	COc1ccc(C)cc1C(=O)CCC(=O)Nc1ccccc1N1CCOCC1
  6.3	-1.6
51	O=C1CN(c2ccc(Cl)cc2)C(=O)CN1NC(=S)Nc1ccc(Cl)cc1
  2.3	.
52	COc1ccc(CN(C(=S)Nc2ccccc2)C2CC(=O)N(c3ccc(Cl)cc3)C2=O)cc1 (stereo unspecified)
  -9.3	.
53	N#Cc1cc2c(nc1SCC1COc3ccccc3O1)CCC2 (stereo unspecified)
  -6.2	-51.8
54	COc1ccc(C)cc1Nc1cc(C)nc2nc(C)nn12
  6.8	-7.3
55	CC(=O)N1CCc2cc(Br)cc(S(=O)(=O)N3CCN(c4ccccn4)CC3)c21
  .	-0.5
56	O=C(O)CSCNC(=O)C12CC3CC(CC(C3)C1)C2
  11.4	.
57	O=C(COc1ccccc1)Nc1cccc2c1CCCC2
  -10.2	.
58	CCC(C)Cn1c(C(C)O)nc2ccccc21 (stereo unspecified)
  -3.9	.
59	CCS(=O)(=O)Nc1cccc(-c2nc3cccnc3s2)c1C
  -5.5	.
60	CC(=O)c1ccc(S(=O)(=O)N2CCCC2)cc1
  9.2	.
61	Cc1ccc(-c2nn3c(-c4ccco4)nnc3c3ccccc23)cc1S(=O)(=O)NCC1CCCO1 (stereo unspecified)
  -3.5	-18.1
62	Cc1c(C(=O)N2CCCC2)nnn1-c1nonc1N
  4.9	-4.5
63	COc1ccc(C(C(O)C(=O)c2c[nH]c3ccccc23)N2CCN(c3ccccc3)CC2)cc1 (stereo unspecified)
  .	-9.7
64	Cn1c(-c2ccc(Br)o2)nc2cc(Br)ccc21
  -9.0	8.5
65	CC(=O)Nc1ccc(S(=O)(=O)N2CCC(n3cnc4cc(F)ccc43)CC2)cc1
  -9.7	-3.5
66	Cc1ccc(CNC(=O)c2ccc(Br)o2)cc1
  36.5	2.0
67	CCCN1CCN(CCCNC(=O)CN2C(=O)COc3ccccc32)CC1
  -8.3	-3.1
68	COC(=O)c1cc(-c2ccccc2)n[nH]1
  -11.7	3.6
69	COc1cc(OC)cc(C(=O)Nc2cc(NC(=O)c3ccco3)ccc2OC)c1
  -4.1	-7.5
70	O=C(c1ccccc1)N1CCN(C2CCCCCC2)CC1
  17.4	-8.1
71	CCOc1cc2[nH]c(=S)n(CCCC(=O)NCc3ccco3)c(=O)c2cc1OCC
  -6.2	5.2
72	CCOc1ccc(NC(=S)N(Cc2ccc(Cl)cc2)Cc2ccco2)cc1
  3.8	.
73	O=C(Nc1c2c(nn1-c1ccc(F)cc1)CS(=O)(=O)C2)C12CC3CC(CC(C3)C1)C2
  .	-1.3
74	CCN(CC)C1=CC(=O)OC12CCCCC2
  3.2	54.7*
75	O=c1[nH]c(Cc2cccs2)nc2ccccc12
  5.8	-0.5
76	O=C(Nc1cccc(N2CCCC2)c1)c1cccs1
  -2.6	13.6
77	CN1Cc2c(N)cccc2C(c2ccccc2)C1 (stereo unspecified)
  4.5	2.3
78	O=C(O)C1CCN(C(=O)c2ccccc2Cl)CC1
  4.5	.
79	COc1ccccc1N1CCN(C(=O)CSc2nnc(NC(=O)C3CC3)s2)CC1
  -20.4	8.1
80	COc1ccc(C)cc1NC(=O)CCN1CCCC1
  4.8	-0.9
81	O=C(c1cc(-c2ccc(Cl)cc2Cl)on1)N1CCN(C(=O)c2ccco2)CC1
  1.1	.
82	C=CCOc1ccc(C2c3c(oc4ccccc4c3=O)C(=O)N2CCCN2CCOCC2)cc1 (stereo unspecified)
  -0.7	0.4
83	CC(C)(C)c1cc(NC(=O)c2cc(F)c(F)c(F)c2F)no1
  29.8	-6.6
84	O=C(NCc1ccccc1)c1c[nH]c2cc3c(cc2c1=O)OCCO3
  6.2	.
85	O=C(NCCOC(=O)c1ccc(Cl)c(S(=O)(=O)N2CCCCC2)c1)c1ccncc1
  6.0	-18.2
86	CC(C)CCNC(=O)C1C2C=CC3(CN(Cc4ccccc4Cl)C(=O)C13)O2 (stereo unspecified)
  10.6	-6.4
87	Cc1ccc2nc(-c3ccc(SCC(=O)O)nc3)[nH]c2c1
  20.6	9.9
88	COC(=O)C1=C(Nc2ccc(C)cc2)C=C(C)C(C(=O)OC)C1c1ccc(OC)cc1 (stereo unspecified)
  2.6	.
89	CCOc1ccc2nc(NC3=NCN(Cc4ccco4)CN3)nc(C)c2c1
  .	2.6
90	O=C(CSc1ccc2nnc(-c3ccccc3)n2n1)N1CCN(c2ccccc2)CC1
  .	20.8

2 compounds picked at random from those above:
Fields – RmlCD inh mix	HIV RNase H inh
9	C=CCn1c(CCNC(=O)c2ccccc2F)nnc1SCc1nc2ccccc2c(=O)[nH]1
  8.2	.
80	COc1ccc(C)cc1NC(=O)CCN1CCCC1
  4.8	-0.9

Next results follow:
Fields – RmlCD inh mix	HIV RNase H inh
91	c1ccc(CSc2nnc([C@@H]3CCCN3)o2)cc1
  5.7	.
92	COc1cccc(N=Nc2c(=O)[nH]n3c(=O)cc(C)[nH]c23)c1
  10.7	.
93	COc1cc(C(=O)OCC(=O)c2cc(C)n(C)c2C)cc(OC)c1OC
  3.6	-26.0
94	CCC(C)[C@H](NC(=O)NC1CCCc2ccccc21)C(=O)O (stereo partly specified)
  -15.9	-2.8
95	COc1cccc(OC)c1C(=O)Nc1ccc(CN2CCOCC2)cc1
  -9.7	5.7
96	COC/C=C/C1=CC2=CC(=O)C(C)(OC(=O)c3cnc4ccccc4n3)C(=O)C2=CN1CCN1CCOCC1 (stereo unspecified)
  -13.1	.
97	O=C(C1CCN(Cc2ccccc2)CC1)N1CCCC1
  .	0.7
98	CCOc1ccc(NC(=O)N2CCC(NC(=O)C(Cc3ccc(OC)c(OC)c3)NC(C)=O)CC2)cc1 (stereo unspecified)
  -1.9	.
99	CN1C(=O)CSc2ccc(NC(=O)N3CCN(c4ccccn4)CC3)cc21
  .	6.1
100	CC(OC(=O)C1=Cc2ccccc2OC1)C(=O)NC1CCCC1 (stereo unspecified)
  -8.1	.
101	N#Cc1c(-c2ccc(F)cc2)noc1N
  7.8	.
102	O=C(NCc1ccc2c(c1)OCO2)C1CCN(C(=O)Nc2ccc(Cl)cc2)CC1
  -14.8	0.0
103	COC(=O)CCC(=O)Nc1cccc2ccccc12
  19.6	.
104	CCOc1ccc2nc3ccc4[nH]onc4c3c2c1
  -7.9	-4.0
105	Cc1nc(CSc2ccc(Cl)cc2)cc(NCc2ccccc2)n1
  -12.0	.
106	CC1=C(C(=O)OC(C)C)C(c2ccncc2)n2ncnc2N1 (stereo unspecified)
  -1.7	-1.8
107	COCc1nnc(NS(=O)(=O)c2ccc(C)cc2)s1
  -9.9	-2.9
108	COc1ccc(C2N(c3ccc(F)cc3)C(=O)C3CCCN32)cc1 (stereo unspecified)
  -14.0	-1.3
109	CN(C)c1ccc(CN(C)C2CCCCC2)cc1
  -8.9	18.1
110	COC(=O)Cc1[nH]nc2c1C1(C(=O)N(Cc3ccccc3)c3ccccc31)C(C#N)=C(N)O2 (stereo unspecified)
  -5.6	-9.4
111	COc1ccc(S(=O)(=O)N2CCCC(C(=O)N3CCCCCC3)C2)cc1 (stereo unspecified)
  -7.8	-6.6
112	O=c1[nH]c(-c2ccccn2)nc2ccccc12
  39.7	15.3
113	COc1ccc(S(=O)(=O)N2CCC(C(=O)NCCC3=CCCCC3)CC2)cc1OC
  6.0	-3.0
114	CC(=O)NC(Cc1ccc(C)cc1)C(=O)NC1CCN(C(=O)c2cnccn2)CC1 (stereo unspecified)
  10.0	-9.5
